# MC4R barr agon – activates human MC4R beta-arrestin recruitment; 0.98% of 360,000 active; AID 540308; U2OS MC4R beta-arrestin complementation, luminescence; percent of melanotan II response, DMSO zero; activation, % at 8.9 µM;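 active means activation above a per-plate cutoff, the mean activation of sample wells on that plate plus 3 SD, cut at about 8% in these data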
# Target sequence (P32245 whole entry, looked up): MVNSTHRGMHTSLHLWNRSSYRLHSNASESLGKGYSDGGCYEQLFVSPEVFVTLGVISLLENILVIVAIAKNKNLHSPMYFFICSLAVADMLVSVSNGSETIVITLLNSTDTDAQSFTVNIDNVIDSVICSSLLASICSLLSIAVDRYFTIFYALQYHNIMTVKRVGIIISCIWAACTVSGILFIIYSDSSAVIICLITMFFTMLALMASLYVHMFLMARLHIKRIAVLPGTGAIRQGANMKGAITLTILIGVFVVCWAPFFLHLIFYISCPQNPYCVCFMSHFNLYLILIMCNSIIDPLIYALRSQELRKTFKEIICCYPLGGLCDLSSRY
# Exocytosis inh – lytic granule exocytosis inhibition | AID 651702 | 0.66% of 360,000 active | TALL-104 LAMP-1 surface exposure, flow cytometry; cells stimulated with thapsigargin and PMA | inhibition, % at 10 µM;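 active means inhibition above about 55%, limit read from the data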
# MC4R antagonist – human MC4R antagonism in cAMP assay; AID 540295; 0.48% of 360,000 active; inhibition, % at 6.5 µM; MC4R-expressing cells, MTII-stimulated cAMP, LANCE TR-FRET;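 active means inhibition above its plate's cutoff, the mean of tested wells on that plate plus 3 SD, cut at about 29% in these data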;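 further: 0% = Melanotan II alone and 100% = Melanotan II plus saturating MCL0020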
#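 System – human MC4R-expressing U2OS cells · Also added – Melanotan II · Dosing – one concentration, 6.5 µM nominal · Timing – 30-min compound, 1-h challenge, 1-h detection, room temperature · Measured by – Eu-cAMP/anti-cAMP TR-FRET, emission 671 nm · Replicates – singlicate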
# ABCB6 inh MLPCN – human ABCB6 transporter inhibition. 0.19% of 360,000 active. K562-ABCB6 porphyrin accumulation, flow cytometry, 1 h; active compounds read low. fluorescence ratio to DMSO, % at 10 µM. Q9NP58;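 active means fluorescence ratio to DMSO below 75%, the collection mean minus 3 SD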;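 further: signal is porphyrin accumulated inside mitochondria; 100% equals median channel fluorescence of DMSO control wells; lower ratio means ABCB6 inhibition with less porphyrin fluorescence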
# Glyco luc inh – N-linked glycosylation inhibition. D54 ERlucT glycosylation luciferase reporter, 24 h; percent of 100 nM tunicamycin response. reporter increase, % at 12.5 µM. 0.23% of 360,000 active. AID 588692;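 active means mean luciferase reporter signal, scaled so untreated is 0 and the glycosylation-blocking control 100, at or above a set limit in every replicate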;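 further: luciferase carries N-glycosylation sites so blocking glycosylation raises the light; 0% = median of neutral control wells and 100% = median of 100 nM tunicamycin wells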
# Vif imaging – inhibitors of HIV Vif. HEK293T cells, Vif self-association by quenched fluorescence, imaging, 24 h. inhibition, % at 7.49 µM. 0.35% of 340,000 active; in the data active means inhibition above about 50%, passing the limit was not always enough; further: some results filed as inactive read as strong as hits
# aDG glyco act – increases alpha dystroglycan glycosylation; Pro5-aDG cells, alpha-DG glycosylation AlphaScreen (IIH6); 0% Pro5, 100% B10-LARGE cell signal; activation, % at 10 µM; 0.22% of 360,000 active; AID 624168;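 active means activation of at least 8% versus controls, or a plate z-score of at least 8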;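 further: Pro5 are CHO cells carrying HIG-tagged alpha-DG that lacks glycosylation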
# TLR9-MyD88 inh – inhibitors of human TLR9-MyD88 binding. Q9NR96+Q99836. CHO BLA complementation TLR9-MyD88, CCF4 FRET ratio. inhibition, % at 4.98 µM. 0.21% of 340,000 active. AID 504734;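 active means inhibition above the mean over all tested compounds plus 3 SD, cut at about 21% in these data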;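 further: 0% = DMSO only wells and 100% = clavulanate BLA inhibitor control wells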
# ABHD5 PLIN5 PPI – ABHD5-PLIN5 protein interaction inhibition. 0.78% of 360,000 active. inhibition, % at 4 µM. Split G. princeps luciferase complementation, luminescence, 4 h. AID 602281. Q00G26+Q8WTS1;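 active means inhibition above the mean inhibition across every tested compound plus 3 SD, cut at about 22% in these data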;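 further: 0% = DMSO only wells and the 100% control is not disclosed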
# NOD2 RIPK2 PPI – blocks binding of human NOD2 to RIPK2 | O43353 | CHO BLA complementation NOD2-RIPK2, CCF4 ratio | inhibition, % at 4.98 µM | 0.38% of 360,000 active | AID 624267; in the data active means inhibition above about 21%;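 further: 0% = vehicle only and 100% = reference blocker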
# Target sequence (O43353 whole entry, looked up): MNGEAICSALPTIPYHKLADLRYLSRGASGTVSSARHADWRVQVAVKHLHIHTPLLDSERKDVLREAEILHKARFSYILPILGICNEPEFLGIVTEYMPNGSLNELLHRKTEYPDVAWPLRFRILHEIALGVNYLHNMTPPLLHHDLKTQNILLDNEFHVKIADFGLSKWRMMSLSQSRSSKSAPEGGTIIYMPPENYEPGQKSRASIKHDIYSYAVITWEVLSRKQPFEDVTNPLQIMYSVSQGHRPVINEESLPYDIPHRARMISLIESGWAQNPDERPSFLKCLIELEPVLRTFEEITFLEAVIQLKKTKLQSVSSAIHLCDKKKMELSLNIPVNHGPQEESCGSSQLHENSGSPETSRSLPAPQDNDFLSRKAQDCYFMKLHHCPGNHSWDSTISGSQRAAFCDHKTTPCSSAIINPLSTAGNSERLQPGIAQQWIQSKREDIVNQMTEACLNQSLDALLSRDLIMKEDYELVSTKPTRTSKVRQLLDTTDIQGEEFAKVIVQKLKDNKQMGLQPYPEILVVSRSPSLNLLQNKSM
# * hit, by the source's call; · = no result given.
SMILES,MC4R barr agon,Exocytosis inh,MC4R antagonist,ABCB6 inh MLPCN,Glyco luc inh,Vif imaging,aDG glyco act,TLR9-MyD88 inh,ABHD5 PLIN5 PPI,NOD2 RIPK2 PPI
Cc1ccc(N=Nc2[nH]c3ccccc3c2O)cc1,-3.9,0.2,-0.9,98.0,1.0,-2.4,-0.3,7.1,-4.8,0.3
S=c1nc(NCCc2ccccc2Cl)c2ccccc2[nH]1,12.1*,-11.6,-1.8,96.0,-9.6,2.2,0.4,-24.2,-5.7,-9.8
O=C(c1cc2ccccc2oc1=O)N(Cc1ccccc1)CC1CCCO1 (stereo not given),-1.3,-2.9,-1.2,90.0,·,·,0.2,-1.3,1.6,-3.7
C/C(Nc1ccccc1)=C(/C#N)C(N)=O,-1.2,-3.1,3.9,102.0,1.4,-17.5,-0.1,9.8,1.0,-3.2
CN(CC(=O)Nc1ccc(F)c(F)c1F)C(=O)CCN1C(=O)C2CCCCC2C1=O (stereo not given),-4.5,-4.7,1.0,96.0,4.1,0.4,0.2,10.4,-7.0,-16.0
COc1ccc(CCNC(=O)CCSc2nc(-c3ccco3)cc(C(F)(F)F)n2)cc1,18.3*,24.1,-0.7,98.0,-2.6,20.5,-0.1,-5.7,1.9,-21.2
CCCC(=O)Nc1c2c(nn1-c1ccc([N+](=O)[O-])cc1)CS(=O)(=O)C2,-0.1,7.5,-1.6,99.0,0.0,2.9,0.0,7.9,2.5,2.2
Cc1ccc2nc(-c3ccc(NC(=O)CN4CCN(C(=O)c5ccco5)CC4)cc3)sc2c1,1.9,16.6,20.1,114.0,-6.9,-12.4,1.6,6.9,27.3*,5.7
CCC(=O)N[C@H]1C=C[C@H](CC(=O)OC)O[C@@H]1CO,·,-5.4,·,·,·,·,0.2,·,2.9,-4.9
CCC(CC)C1C(C#N)=C(N)Oc2cc(C)oc(=O)c21 (stereo not given),-0.6,-1.5,-1.3,84.0,1.4,6.2,0.1,4.5,-11.7,-3.3
Cc1nc2sccn2c(=O)c1S(=O)(=O)N1CCN(c2ccc(F)cc2)CC1,-0.3,-1.2,5.7,96.0,-1.3,-3.3,-0.1,-6.7,3.6,8.6
O=C(O)c1cc(O)c2c(c1)C(=O)c1cc(O)cc(O)c1C2=O,-1.9,3.0,-5.1,98.0,3.8,3.9,0.0,-1.6,-2.2,-14.5
CCCCCCn1nc(C(=O)N(CCOC)c2c(N)n(CCCC)c(=O)[nH]c2=O)c2ccccc2c1=O,-3.4,-2.0,8.9,92.0,2.3,5.8,0.0,-3.0,-4.2,5.1
C/C(=N\NC(=O)c1ccccc1C)c1cccnc1,-0.7,-4.5,14.8,103.0,-1.7,-3.4,-0.1,2.3,-6.4,-1.3
COc1cc(CC(=O)NC(c2ccccc2)c2ccccc2)cc(OC)c1OC,-2.3,3.5,10.7,96.0,-2.2,-2.6,-0.1,8.1,-1.4,-8.5
CCN(CC)CC(=O)NC1CC(C)(C)Cc2c1cnn2-c1ccc(F)cc1 (stereo not given),6.9,-3.9,16.9,100.0,-1.0,-4.6,-0.1,6.3,-3.4,10.0
CCOC(=O)Cc1csc(NC(=O)c2ccncc2)n1,3.7,0.5,10.2,101.0,0.6,-4.9,0.1,-6.3,-0.6,4.7
CCN(C/C=C/c1ccccc1OC)Cc1ccccc1,1.2,-3.5,1.8,102.0,0.9,10.0,-0.1,-8.1,1.7,7.6
Cc1ccc(N(CC(O)CN2CCCCC2)S(=O)(=O)c2ccccc2)cc1 (stereo not given),-1.7,-1.0,5.4,94.0,-3.0,-23.5,0.2,-0.1,-3.1,-2.8
CCN1CCN(Cc2cc(=O)oc3cc4c(cc23)CCC4)CC1,-1.4,-0.8,-0.3,90.0,·,·,-0.3,1.6,-2.4,-0.6
COc1ccc(NS(=O)(=O)c2ccc(C)c(C(=O)NCC(c3ccco3)N3CCCCC3)c2)cc1 (stereo not given),-1.9,4.0,-3.5,103.0,-0.4,-8.0,0.0,8.4,4.1,-8.3
O=C(O)CCC(NC(=O)C1CCCN1C(=O)OCc1ccccc1)C(=O)O (stereo not given),-2.2,-1.4,7.4,103.0,0.9,-0.1,-0.4,-2.4,2.0,4.8
O=C1N=c2ccccc2=C1c1sc(NS(=O)(=O)c2ccccc2)nc1O,1.2,-0.2,19.2,97.0,-0.5,-3.6,-0.2,-0.5,-6.9,-2.2
CC(NC(=O)c1ccccc1Br)c1nnc(SCC(=O)NC2=NCCS2)n1C (stereo not given),-0.3,-7.1,1.2,98.0,2.2,9.4,0.0,2.8,-0.3,2.2
Cc1cc(Nc2ccc(Br)cc2F)n2nc(C)nc2n1,-1.6,0.1,4.5,104.0,3.7,3.1,0.0,-0.1,-9.9,-9.8
SMILES,MC4R barr agon,Exocytosis inh,MC4R antagonist,ABCB6 inh MLPCN,Glyco luc inh,Vif imaging,aDG glyco act,TLR9-MyD88 inh,ABHD5 PLIN5 PPI,NOD2 RIPK2 PPI
COc1ccc(OC)c(S(=O)(=O)Nc2ccc(C(C)=O)cc2)c1,-4.0,-2.4,-10.3,100.0,1.6,0.5,-0.2,4.1,-2.8,-17.2
CCc1ccc2[nH]c(=O)c(CN(Cc3ccc4c(c3)OCO4)Cc3nnnn3C3CCCC3)cc2c1,2.8,8.3,14.6,98.0,0.1,-1.2,0.1,-2.9,-9.0,3.6
CS(=O)(=O)Nc1ccc(C2=NN(C(=O)c3cccc(F)c3)C(c3cccs3)C2)cc1 (stereo not given),-2.0,3.0,6.2,97.0,-4.1,2.9,-0.1,-10.5,-1.7,-6.1
O=c1[nH]c(-c2ccccc2)nc2sc(-c3ccccc3)cc12,1.0,-4.2,12.2,101.0,20.2,-4.8,-0.3,-2.3,1.3,-12.8
COc1cc(NS(=O)(=O)c2c(C)[nH]c(C)c2C(=O)N2CCCCC2)cc(OC)c1OC,2.6,-0.2,0.3,97.0,-0.1,-8.2,0.0,4.2,5.7,-7.7
O=C(NC(=S)Nc1ccc(Cc2ccncc2)cc1)c1ccccc1F,-0.7,1.9,3.8,101.0,-0.8,0.4,0.1,-4.8,-3.9,3.2
Cc1cc(C)n(-c2nnc(C)n2/N=C/c2cc(Br)ccc2OCc2ccccc2)n1,-1.2,25.6,-7.3,93.0,2.0,-14.7,0.3,1.8,-3.0,5.5
COc1ccc(S(=O)(=O)N2CCN(c3ccc(F)cc3)CC2)cc1C(=O)N1CCCC1,-0.1,-5.0,4.6,94.0,-0.9,9.7,0.1,5.2,2.5,-1.8
COc1cc(C(C)=O)ccc1OCC(O)CN1CCN(c2ccccn2)CC1 (stereo not given),-1.6,-7.6,-5.5,98.0,-0.4,10.2,0.0,-1.6,2.0,-6.3
CCOc1ccc(/C=C2/SC(=S)N(CCC(=O)Nc3ccc(C(=O)O)cc3)C2=O)cc1,0.3,5.1,3.5,86.0,2.2,0.8,-0.1,6.4,-0.6,-8.2
Cc1ccc(-c2nn3cnnc3c3ccccc23)cc1C,0.5,-0.9,-4.9,97.0,-2.9,-7.0,0.4,-1.5,0.3,5.4
Cc1cc(C)c(-c2c(O)c3cnn(-c4ccccc4)c3[nH]c2=O)c(C)c1,-2.4,-3.1,15.1,106.0,2.9,-2.9,0.0,0.4,0.1,-7.6
NC(=O)[C@H]1CC2(CC(c3cccc(NC(=O)COc4ccc(Cl)cc4)c3)=NO2)CN1C(=O)c1ccc(Cl)cc1 (stereo not given in full),0.9,-2.6,11.2,86.0,-1.0,-6.8,0.9,8.0,-1.8,1.7
CCc1cc(=O)oc2c(C)c(OCC(=O)NCCN3CCOCC3)ccc12,-0.5,-0.8,-6.9,97.0,0.2,-4.0,4.8,-3.7,-1.2,8.2
CCN(CC)C(=O)[C@H]1CC(CC(=O)NC/C=C(\C)CCC=C(C)C)C(=O)N2CCc3c([nH]c4ccccc34)[C@]12C (stereo not given in full),3.1,6.4,8.9,99.0,-3.3,·,0.1,-8.7,-12.7,1.9
Cc1nc2ccccc2n1C1CCN(CC(=O)Nc2ccccc2Br)CC1,0.8,4.1,3.4,97.0,5.7,-9.2,2.8,-8.6,19.0,-0.7
Cc1ccc(C(=O)NNC(=O)c2ccccc2O)cc1S(=O)(=O)N1CCCCC1,-2.1,0.6,17.9,98.0,-3.3,-2.1,0.8,3.6,-0.2,-3.6
CC(=O)Oc1ccc2c(=O)oc(-c3ccccc3C)nc2c1,-1.7,1.9,0.9,94.0,0.8,-0.2,0.1,8.3,3.3,-1.9
Cc1ccc(N2CCN(/N=C/c3cccs3)CC2)cc1,2.5,-0.3,3.4,98.0,-0.8,6.7,-0.2,0.6,-13.8,11.4
COc1ccccc1/C=N/NC(=O)c1cccc(OC(F)(F)C(F)F)c1,-1.1,-2.6,2.8,104.0,0.9,5.5,-0.1,1.1,-6.6,0.1
COc1cccc(C(=O)NN2c3ccccc3CCc3ccccc32)c1,4.5,-0.6,0.3,99.0,3.6,-0.9,-0.2,-2.0,-8.7,-6.7
COc1ccc(-c2ccc(N3C(c4ccsc4)=Cc4ccc(F)cc4C3c3c[nH]c4ccccc34)cc2)cc1 (stereo not given),·,2.3,·,111.0,·,·,0.0,·,-0.4,-3.2
Cc1ccc(-n2cc(C(=O)c3ccc4ccccc4c3O)cn2)cc1,-2.8,0.5,2.5,97.0,0.1,-7.5,-0.4,0.6,-3.5,-7.4
Cc1cccc(NC(=O)C(C)Sc2nc3ccccc3c(=O)n2CCCN2CCOCC2)c1 (stereo not given),-3.9,-0.1,3.5,93.0,-8.6,-6.6,0.3,2.8,2.3,-4.7
COc1ccccc1NC(=O)CSc1ncc(CO)n1Cc1ccc(F)cc1,-0.1,1.3,-8.8,96.0,1.4,16.5,-0.1,-5.1,3.3,-4.2
COc1ccc(Br)cc1CN(C)C(=O)C1=CC=CN2CCS(=O)(=O)N=C12,3.9,-2.5,5.1,84.0,-1.2,1.3,-0.4,-0.2,4.6,-12.9
Cc1cccc(C2CC(c3ccc(Br)cc3)Nc3nc(N)nn32)c1 (stereo not given),6.7,-5.0,2.4,105.0,1.2,-7.1,0.1,0.2,2.9,-3.0
O=C(Cc1ccccc1)Nc1ccccc1C(=O)NCC1CCCO1 (stereo not given),-3.3,-1.8,-4.9,106.0,0.7,16.4,0.0,7.6,3.2,-3.5
COc1ccccc1NC(=O)Nc1nc(CC(=O)Nc2ccc(OC)c(OC)c2)cs1,1.4,-9.2,4.0,87.0,0.0,·,-0.4,3.9,-4.3,-0.2

# Reprinted at random: 5 compounds from above.
SMILES,MC4R barr agon,Exocytosis inh,MC4R antagonist,ABCB6 inh MLPCN,Glyco luc inh,Vif imaging,aDG glyco act,TLR9-MyD88 inh,ABHD5 PLIN5 PPI,NOD2 RIPK2 PPI
Cc1nc2ccccc2n1C1CCN(CC(=O)Nc2ccccc2Br)CC1,0.8,4.1,3.4,97.0,5.7,-9.2,2.8,-8.6,19.0,-0.7
COc1ccc(Br)cc1CN(C)C(=O)C1=CC=CN2CCS(=O)(=O)N=C12,3.9,-2.5,5.1,84.0,-1.2,1.3,-0.4,-0.2,4.6,-12.9
COc1ccccc1NC(=O)CSc1ncc(CO)n1Cc1ccc(F)cc1,-0.1,1.3,-8.8,96.0,1.4,16.5,-0.1,-5.1,3.3,-4.2
COc1cc(C(C)=O)ccc1OCC(O)CN1CCN(c2ccccn2)CC1 (stereo not given),-1.6,-7.6,-5.5,98.0,-0.4,10.2,0.0,-1.6,2.0,-6.3
COc1cc(NS(=O)(=O)c2c(C)[nH]c(C)c2C(=O)N2CCCCC2)cc(OC)c1OC,2.6,-0.2,0.3,97.0,-0.1,-8.2,0.0,4.2,5.7,-7.7

# The list is partial; count on the stated rates, not on these rows.
